# Source: PubChem
# LmPK inhibitor = LmPK (Leishmania mexicana) enzyme inhibition | 290,000 compounds, 0.37% hits | Potency, µM (titrated, usually from 57.5 µM), for the others: top-dose activity change, negative = inhibition, hits mostly inhibitors | AID 1721 | purified LmPK, Kinase-Glo ATP luminescence, 1 h; note: potency is the fitted concentration of half-maximal effect; % is set by controls: 0 for no effect and ±100 for the full control effect
# Target sequence (Q27686 whole entry, looked up): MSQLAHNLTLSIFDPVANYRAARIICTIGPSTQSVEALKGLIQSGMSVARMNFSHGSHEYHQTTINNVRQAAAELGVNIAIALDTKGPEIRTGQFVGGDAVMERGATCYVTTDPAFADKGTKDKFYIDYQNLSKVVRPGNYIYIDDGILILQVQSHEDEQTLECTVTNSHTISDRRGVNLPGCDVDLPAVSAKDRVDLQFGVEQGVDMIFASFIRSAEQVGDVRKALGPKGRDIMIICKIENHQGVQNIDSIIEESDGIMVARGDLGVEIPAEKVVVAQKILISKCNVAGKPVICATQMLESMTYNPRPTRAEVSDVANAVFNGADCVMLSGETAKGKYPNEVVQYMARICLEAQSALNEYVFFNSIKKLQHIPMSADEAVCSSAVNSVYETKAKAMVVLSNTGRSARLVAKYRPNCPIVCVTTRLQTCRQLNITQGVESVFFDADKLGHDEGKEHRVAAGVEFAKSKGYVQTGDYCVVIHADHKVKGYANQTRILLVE
#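 In 50 mM imidazole pH 7.2 with 7 mM MgCl2, LmPK (0.1 nM) turned over PEP (0.5 mM) and ADP (0.1 mM) for 1 h at room temperature. Luciferase read-out of ATP.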
# Pf growth 96h = P. falciparum growth inhibition at 96 hour, primary screen for plastid delayed-death inhibitors; P. falciparum luciferase reporter growth, 96 h; Potency, µM (highest dose often 28.7 µM), for the others: at the highest dose activity change, negative = inhibition, actives largely listed as inhibitors; 320,000 compounds, 6.9% hits; note: potency is the fitted concentration of half-maximal effect; % is set by controls: 0 for no effect and ±100 for the full control effect
#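 Parasite growth measured via integrated firefly luciferase reporter in P. falciparum. Infected erythrocytes at 2% hematocrit, 0.05% parasitemia final were treated 96 hours at 37 C under 5% CO2, and luminescence was read.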
# AmpC no deterg = blocks E. coli AmpC beta-lactamase in detergent-free assay | AmpC nitrocefin hydrolysis, absorbance 480 nm, 0.0001% Triton | Potency, µM (doses to about 57.1 µM), for inactives: top-dose activity change, negative = inhibition, most hits filed as inhibitors | 330,000 compounds, 0.52% hits | AID 485341;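 note: potency is the fitted concentration of half-maximal effect; plate controls were no compound for no effect and no enzyme for full effect; nearly all actives have a fitted effect of over 20% in size; some results filed as inactive show a strong effect at the top dose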
# Target sequence (P00811 whole entry, looked up): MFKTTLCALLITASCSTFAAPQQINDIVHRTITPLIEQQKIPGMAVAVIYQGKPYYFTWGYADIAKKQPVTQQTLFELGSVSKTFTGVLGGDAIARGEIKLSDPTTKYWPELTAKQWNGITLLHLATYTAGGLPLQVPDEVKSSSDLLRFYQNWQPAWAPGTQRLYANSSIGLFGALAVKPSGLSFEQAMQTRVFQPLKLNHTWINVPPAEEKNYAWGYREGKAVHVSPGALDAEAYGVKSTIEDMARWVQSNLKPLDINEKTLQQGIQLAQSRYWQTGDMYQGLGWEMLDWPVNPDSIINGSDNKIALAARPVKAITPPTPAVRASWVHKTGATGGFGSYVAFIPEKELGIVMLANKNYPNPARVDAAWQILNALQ
#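 AmpC (5.3 nM in the dispensed reagent) in 20 mM phosphate pH 7.0 with 0.01% (detergent screen) or 0.0001% Triton X-100 was preincubated with compounds for 15 min at room temperature. Nitrocefin was then added from an 800 uM solution, and hydrolysis was followed at 480 nm.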
# TbPYK inhibitor = T. brucei pyruvate kinase inhibition | Q57TT1 | Potency, µM (highest dose often 76.8 µM), for inactives: top-dose activity, negative = inhibition, actives largely listed as inhibitors | TbPYK enzyme, Kinase-Glo Plus ATP luminescence, 45 min | AID 624173 | 410,000 compounds, 0.12% hits; note: potency is the fitted concentration of half-maximal effect; % is set by controls: 0 for no effect and ±100 for the full control effect; nearly all actives have a fitted effect of over 50% in size
#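 In this concentration-response screen, enzyme-free wells defined baseline while DMSO plates tracked drift. Each reaction combined TbPYK, substrate, compound and 130 uM ADP for 45 min at room temperature. Kinase-Glo Plus luminescence gave the signal.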
# Cycloheximide cs = affects cycloheximide protein synthesis inhibition readout, counter-screen. cell reporter, cycloheximide protein synthesis inhibition counterscreen. max response, %. 300,000 compounds, 12% hits. AID 2314; in the data active = max response mostly above about 13%, no sharp cut-off; inactive = mostly below about 14%; note: read at 38.3 µM for the half of the compounds with a filed dose; 0% is about no effect
# Pf growth 48h = inhibits P. falciparum growth in the first generation, 48 h | P. falciparum luciferase growth in erythrocytes, 48 h | Potency, µM (titrated, usually from 28.7 µM), inactives show at the top dose activity change, negative = inhibition, usual class: inhibitors | 310,000 compounds, 5.9% hits | AID 504832; note: potency is the fitted concentration of half-maximal effect; % is set by controls: 0 for no effect and ±100 for the full control effect
#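 Firefly luciferase activity from engineered P. falciparum reports growth; inhibitors lower the luminescent signal. Cultures contained 2% hematocrit erythrocytes at 0.1% final parasitemia.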
# Shiga inhibitor = blocks Shiga toxin action in Vero cells | 290,000 compounds, 9.2% hits | inhibition, % at 38.7 µM | Vero cells, Shiga toxin protein synthesis inhibition reporter; in the data active = inhibition mostly above about 28%, no sharp cut-off; inactive = mostly below about 43%; note: 0% is about no effect
# Numbers without * were called inactive; i = inactive; u = inconclusive; x = not tested or not shown; & = joins results of further samples; [ ] = another dose, or the depositor's remark. Unless noted, calls come from the whole dose curve; as a rule, active = well fitted curve in the direction sought with a large enough effect; inconclusive = small, poorly fitted or top-dose-only effect, or another doubt; inactive = no such curve, though single readings can be large; an effect the other way counts as inactive or inconclusive. Compounds as they come. About 22% of those tested had a hit in this group.
SMILES,LmPK inhibitor,Pf growth 96h,AmpC no deterg,TbPYK inhibitor,Cycloheximide cs,Pf growth 48h,Shiga inhibitor
COc1ccccc1C(CNC(=O)c1cccc(S(=O)(=O)Nc2ccc(F)cc2)c1)N(C)C (stereo not given),x,8.3µM*,-3%,-2%,x,13µM*,x
COc1cc(CO)ccc1OCc1ccc(Cl)nc1,-6%,213%[activator],-21%,2%,51*,135%[activator],149*
CCOc1ccc(NC(=O)c2cc(C3CC3)nc3c2cnn3C(C)C)cc1OC,x,13µM*,142%[activator],1%,x,12µM*,x
O=C1CC(NC(=O)c2ccc(Cl)cc2)C(=O)N1 (stereo not given),1%,15%,-8%,-8%,-2,-1%,9
CCOc1cc(C(=O)Nc2ccc(C)cc2O)ccc1OCC(=O)N1CCOCC1,x,u,-14%,-9%,x,u,x
Cc1ccc(S(=O)(=O)N(C)CC(=O)NCCCc2ccccc2)cc1,-3%,u,15%,0%,-3,-22%,x
CCN(CC)S(=O)(=O)c1ccc(C)c(NC(=S)N2CCN(Cc3ccc4c(c3)OCO4)CC2)c1,1%,-5%,67%[activator],-14%,3,-1%,-5
COc1cccc(NC(=O)CCN2CCC(C(N)=O)CC2)c1,0%,249%[activator],-11%,1%,-2,0%,-4
O=C(c1ccco1)N1CCN(C(=O)c2ccc(-c3cccc(C(F)(F)F)c3)o2)CC1,x,-13%,142%[activator],3%,x,u,x
COc1cccc(CNC(=O)C2CCN(S(=O)(=O)c3ccc4c(c3)NC(=O)C(C)S4)CC2)c1 (stereo not given),10%,u,-6%,-8%,-3,u,-11
Cc1cccc(OCCCC(=O)N2CCCc3ccccc32)c1C,3%,u,57%,-7%,28*,x,10
CCCC(=O)N1N=C(c2ccccc2)CC1c1cn(C)c2ccccc12 (stereo not given),2%,u,11%,-1%,27*,u,42
CCOC(=O)C1CCN(C(=O)c2cccc(Cl)c2)CC1,-2%,7.4µM*,-6%,3%,-2,-8%,-7
CC(=O)c1cn(Cc2ccccc2C#N)c2ccccc12,10%,u,-9%,-3%,6,-8%,24
COc1cc(/C=N/N2CCOCC2)ccc1OCc1ccc(Cl)cc1,7%,30%[activator],139%[activator],-1%,37*,6%,82*
CCC(C)C1NC(=S)N(Cc2ccccc2)C1=O (stereo not given),2%,u,-20%,-5%,-2,17%,-9
CCn1c(=O)c(C(=O)CC#N)c(N)n(Cc2ccccc2)c1=O,5%,u,-21%,-9%,-2,-6%,10
COC(=O)c1ccc(/C=N\NC(=O)c2c(C)nc3ccc(Cl)cn23)cc1,-1%,u,-16%,-3%,-1,50%[activator],-4
CCOC(=O)N1CCN(Cc2ccc(O)c3ncccc23)CC1,4%,-19%,19%,6%,-2,u,3
NC(=O)c1nsc(C(=O)N(CC(=O)NC2CCCC2)c2cnc3ccccc3c2)c1N,1%,u,-30%,x,-3,-20%,-3
Cc1ccc(-n2c(C)cc(/C=N/NC(=O)Cn3c4ccccc4c(=O)c4ccccc43)c2C)cc1,-11%,23%,-35%,-5%,-1,u,-5
Cc1ccc(NC2=NCCC2)cc1Cl,3%,u,-15%,4%,-2,-5%,-8
CCOc1ccc(N(CC(=O)NCCc2ccccc2)S(=O)(=O)c2ccccc2)cc1,1%,0%,1%,3%,-2,u,-4
Cc1ccc(C(=O)OC(C)CN2CCN(C)CC2)cc1 (stereo not given),5%,-2%,-3%,1%,17*,9%,48*
CCCS(=O)(=O)N1CCN=C1SCc1ccc(F)cc1,6%,-14%,1%,-3%,2,-15%,4
COc1ccc2nc(NC3=NCCN3)sc2c1,-16%,337%[activator],-21%,-10%,55*,323%[activator],28*
O=C(CCC(=O)NNC(=O)c1ccccc1[N+](=O)[O-])NCc1ccccc1,-3%,16%,-17%,4%,-4,15%,-7
Cc1ccc(-n2cc(CN3CCC(CO)(Cc4cccc(C(F)(F)F)c4)CC3)cn2)cc1,1%,u,175%[activator],3%,9,u,11
Cc1ccc(NNC(=O)c2ccc(Cl)cc2)nn1,-1%,34%[activator],-10%,-1%,1,-4%,-13
Cc1ccc(C(=O)N(C)Cc2ccc(N3CCOCC3)cc2)cc1S(=O)(=O)NCc1ccccc1,x,u,9%,2%,x,10µM*,x
O=C(CSc1n[nH]c(=O)n1Cc1ccco1)c1ccc(F)cc1,3%,3%,-12%,4%,1,-19%,14
CCOC(=O)c1c(C)n(C)c2ccc(OCC(O)Cn3c(C)nc4ccccc43)cc12 (stereo not given),2%,x,430%[activator],-3%,-2,10µM*,1
CCOc1ccccc1CNC(=O)C1CCCN(c2ncnc3c2nc2n3CCCCC2)C1 (stereo not given),-5%,u,104%[activator],2%,7,u,-3
Clc1cc(Cl)c(OCC#CI)cc1Cl,x,13µM*,x,4%,x,u,x
Cc1ccc(CNC(=O)C2CCCCN2S(=O)(=O)c2ccccc2)cc1 (stereo not given),-2%,-1%,-12%,6%,3,6%,-13
COC(=O)c1cc(NS(=O)(=O)c2ccc(F)cc2)ccc1N1CCOCC1,-2%,24%,-22%,-14%,-4,-2%,26
C=CCNC(=O)COc1coc(CN2CCN(C(=O)c3ccco3)CC2)cc1=O,x,0%,-12%,0%,x,20%,x
Cc1ccccc1C(=O)NNC(=O)c1ccc(F)cc1,-5%,149%,-5%,-3%,20*,63%[activator],62
CC1(C)CC(NC(=O)c2cc(S(=O)(=O)N3CCCCC3)ccc2Cl)CC(C)(C)N1,-6%,-17%,-2%,-3%,-1,-18%,-9
O=C(CCc1ccccc1)Nc1ccnn1C1CCN(Cc2ccc(OCCO)cc2)CC1,-5%,16%,0%,-6%,-1,-13%,28
Cc1ccc(OCCCn2ccnc2)cc1C,2%,-39%,11%,-3%,10,u,30
O=C(Cc1ccccc1)NCc1ccc(-n2cccc2)cc1,-2%,53%[1.15 µM],-50%,-9%,6,7%,-5
O=C1NC(c2ccccc2OC(F)F)Oc2ccccc21 (stereo not given),-8%,-7%,-21%,7%,7,81%[activator],1
Cn1c(SCC(=O)Nc2nccs2)nnc1C1CC1,6%,-42%,-7%,1%,2,48%[activator],-4
CCOc1ccc(NC(=O)c2cc3c(C)nc4ccccc4c3o2)cc1,-1%,14%,5µM*,-4%,-4,u,1
COc1cc(/C=c2\s/c(=C(/C#N)C(=O)N3CCCC3)n(-c3ccccc3)c2=O)ccc1O,9%,20%,-29%,-9%,-3,x,-6
COc1ccccc1NC(=S)Nc1ccc2cn[nH]c2c1,0%,45%[activator],-29%,1%,16*,20%,47*
CCc1nc2c3cnn(-c4cc(Cl)ccc4C)c3ncn2n1,1%,7%,-3%,5%,7,27%,20
CC1CCCN(S(=O)(=O)c2ccc(CN3C(=O)c4cccnc4C3=O)cc2)C1 (stereo not given),0%,u,23%,1%,-3,41%[activator],-7
CCN(CC(=O)Nc1ccc(NC(C)=O)cc1)C(=O)c1ccccc1Sc1ccccc1C#N,x,-14%,2%,-2%,x,8%,x
O=c1c2ccccc2nnn1CCO,7%,42%[activator],-23%,1%,4,40%[activator],-3
O=C(N/N=C/c1ccc(O)c(O)c1)c1cc(-c2ccccc2)nc2ccccc12,4%,39%[activator],-56%,-8%,-2,0%,5
O=C(CSc1ccccc1)NC(=O)NCc1ccccc1,-1%,12%,-35%,4%,-1,0%,5
Cc1c(C(=O)O)oc2ccc(S(=O)(=O)N3CCCC3)cc12,4%,u,-23%,-1%,6,11%,-6
COc1ccc(NC(=S)NC2CCCCC2)c(OC)c1,0%,u,-44%[11.4 µM],2%,0,-12%,-2
COc1ccc(C(=O)Nc2cc(Cl)ccc2-n2cncn2)c(OC)c1OC,x,u,29%,2%,x,u,x
COc1ccc(NC(=O)CN(C)CC(=O)N(C)C2(C#N)CCC(C)CC2)cc1 (stereo not given),x,5%,28%,-1%,x,2%,x
CCOC(=O)c1c(C)[nH]c(C(=O)OC)c1CCC(=O)OC,6%,3%,-24%,-2%,6,15%,5
Cc1ccccc1NC(=O)N1C2CCCC1CC(NC(=O)C(C)(C)C)C2 (stereo not given),7%,12µM*,26%,6%,-3,0%,28
Cc1n[nH]c(C)c1S(=O)(=O)N1CCC(C(=O)O)CC1,-4%,82%[activator],-27%,-12%,-3,-1%,-3
# Following part
SMILES,LmPK inhibitor,Pf growth 96h,AmpC no deterg,TbPYK inhibitor,Cycloheximide cs,Pf growth 48h,Shiga inhibitor
N#C/C(=C\c1c(N2CCOCC2)nc2ccccn2c1=O)C(=O)NC1CCS(=O)(=O)C1 (stereo not given),-7%,u,-8%,5%,5,u,-5
CC(C)CCNC(=O)C(=O)NCCC1=CCCCC1,-2%,-17%,-38%,-11%,11,61%[activator],12
CCN1C(=C2C(=O)c3ccccc3C2=O)C=Cc2ccccc21,2%,9%,-7%,-6%,25*,x,39*
O=C(Nc1nc2cc3c(cc2s1)OCCO3)c1ccncc1,-18%,110%[activator],-12%,-1%,33*,i,121*
O=C(c1cc(-c2ccccn2)nc2ccc(Br)cc12)N1CCN(S(=O)(=O)c2ccccc2)CC1,1%,57%[5.75 µM],-2%,-11%,-1,u,2
Cc1ccc(S(=O)(=O)Nc2ccc(C(=O)N3CCCC3)cc2)c(C)c1NS(C)(=O)=O,0%,-2%,2%,-2%,6,-2%,-2
O=C(Nc1nnc(-c2ccc(F)cc2)s1)Nc1ccccc1F,-3%,88%[activator],-10%,1%,-2,-24%,-4
COc1ccc(N2CCN(CCC(O)c3ccc4ccccc4c3)CC2)cc1 (stereo not given),-6%,-14%,27%,3%,1,3.3µM*,9
Cc1oc(-c2ccccc2)cc1C(=O)NC1CCN(Cc2ccccc2)CC1,4%,2%,-15%,1%,-3,42%[activator],-8
CCCCn1c(-c2cccc(F)c2)nc2c1c(=O)[nH]c(=O)n2CC(C)C,9%,u,-14%,7%,-1,u,-9
Cc1ccc(S(=O)(=O)NCc2ccc(C(=O)NC3CC3)cc2)cc1,0%,13%,-8%,-1%,-6,-28%,-9
COc1ccccc1NS(=O)(=O)c1cc2c3c(c1)CC(=O)N3CCC2,-2%,58%[activator],43%,0%,9,9.3µM*,-2
O=C(Cn1c(NCCCO)nc2ccccc21)c1ccc(Cl)cc1,1%,0%,32%,-1%,-1,u,1
COc1cc([C@@H]2c3cc4c(cc3[C@H](O)[C@H]3COC(=O)[C@H]23)OCO4)cc(OC)c1OC,-1%,1.1µM*,6%,-2%&1%,-3&-7,15µM*,-16&3
CC(=O)NCCNc1nc2c(-c3ccccc3)nnn2c2ccccc12,5%,u,-2%,3%,9,u,17
Cc1ccc(S(=O)(=O)/C(C#N)=C/c2c(N3CCC(C(N)=O)CC3)nc3c(C)cccn3c2=O)cc1,1%,x,120%[activator],-4%,-5,u,-17

# Complete entries from above. Values in the order: LmPK inhibitor	Pf growth 96h	AmpC no deterg	TbPYK inhibitor	Cycloheximide cs	Pf growth 48h	Shiga inhibitor
# Listed for Cc1ccc(NNC(=O)c2ccc(Cl)cc2)nn1 = -1%	34%[activator]	-10%	-1%	1	-4%	-13
# Listed for CCOC(=O)c1c(C)n(C)c2ccc(OCC(O)Cn3c(C)nc4ccccc43)cc12 (stereo not given) = 2%	x	430%[activator]	-3%	-2	10µM*	1
# Listed for COc1ccccc1NC(=S)Nc1ccc2cn[nH]c2c1 = 0%	45%[activator]	-29%	1%	16*	20%	47*
